# GSK3 alpha inh: blockers of GSK3A enzyme activity – biochemical, luminescence, cell-free homogeneous, HTS, primary screen; Glycogen synthase kinase-3 alpha (Homo sapiens), P49840; GSK-3 alpha kinase, ADP-Glo luminescence, 60 min; inhibition, % at 10 µM; actives 0.1% (n = 320,000);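 in the data active = inhibition above about 50%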;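 note: GST-tagged GSK-3 alpha with peptide substrate and 25 µM ATP; 0% = DMSO neutral wells and 100% = GW8510 positive control wells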
# Target sequence (P49840 whole entry, looked up): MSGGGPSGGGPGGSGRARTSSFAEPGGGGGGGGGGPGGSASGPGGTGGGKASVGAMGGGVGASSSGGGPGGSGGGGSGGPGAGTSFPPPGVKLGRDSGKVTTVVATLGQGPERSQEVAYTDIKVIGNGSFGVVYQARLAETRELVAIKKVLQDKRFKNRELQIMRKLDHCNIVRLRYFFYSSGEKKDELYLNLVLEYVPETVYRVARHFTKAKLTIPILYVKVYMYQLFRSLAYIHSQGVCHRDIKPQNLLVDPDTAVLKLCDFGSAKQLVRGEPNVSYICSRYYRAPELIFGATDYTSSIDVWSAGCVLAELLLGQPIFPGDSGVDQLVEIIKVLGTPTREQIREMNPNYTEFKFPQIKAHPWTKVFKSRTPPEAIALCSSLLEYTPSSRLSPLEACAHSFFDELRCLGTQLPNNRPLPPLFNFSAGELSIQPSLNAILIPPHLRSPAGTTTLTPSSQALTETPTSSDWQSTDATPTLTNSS
# * hit, by the source's call. Only part of the results is shown; rates above refer to the full screens.
SMILES,GSK3 alpha inh
CN(C)S(=O)(=O)c1ccc(N2CCCC2)c(C(=O)NNC(=O)c2ccc(F)cc2)c1,-9
Cc1onc(-c2ccccc2)c1C(=O)NC1CCC(C)CC1 (stereo not drawn),-5
Nc1ccc(-c2cc3ccccc3c(=O)o2)cc1,-1
O=C(c1cn(Cc2ccccc2)nc1-c1ccc(Cl)cc1)N1CCN(c2ccccn2)CC1,-3
COc1ccc(C(=O)Nc2nc(C)c(C(C)=O)s2)cc1S(=O)(=O)N1CCOCC1,2
CCc1cccc(CC)c1-n1c(SCC(=O)N2CCc3ccccc32)nc(O)cc1=O,-2
CC(Oc1ccc2c(-c3ccccc3)cc(=O)oc2c1)C(=O)NC(Cc1c[nH]c2ccccc12)C(=O)O (stereo not drawn),-1
CCNC(=S)NNC(=O)c1ccc(S(=O)(=O)NCc2ccco2)cc1,1
O=C(Nc1ccc(C(F)(F)F)cc1)c1cccc(-n2cnnn2)c1,1
CC(C)(C)OC(=O)C[C@@H]1C/C=C\C[C@@H](CC(=O)N(CCO)Cc2ccccc2)C(=O)N[C@H](C(C)(C)C)COC1=O,-1
O=C(CN1C(=O)NC(c2ccccc2)(c2ccccc2)C1=O)N1CCN(c2ccccc2F)CC1,-4
O=C(COC(=O)c1cc(Cl)cc(Cl)c1)NCc1ccco1,-5
O=C(COC(=O)c1ccc(Br)o1)NC1CCCc2ccccc21 (stereo not drawn),1
O=C(COC(=O)c1ccc(Cl)c(S(=O)(=O)N2CCCC2)c1)NCc1ccccc1,-2
CCC1(C)NC(=O)N(CC(=O)N2CCN(c3cccc(Cl)c3)CC2)C1=O (stereo not drawn),14
CCOc1ccccc1C(=O)NCC(=O)OCC(=O)N1CCCC1,0
Cc1cccc(C(=O)OCC(=O)Nc2ccc3c(c2)OCCO3)c1O,0
O=C(CCNC(=O)c1ccc(Br)cc1)NCC(c1ccco1)N1CCCCC1 (stereo not drawn),7
CC(NC(=O)C1CCN(C(=O)c2cccs2)CC1)c1ccc(S(N)(=O)=O)cc1 (stereo not drawn),2
COc1ccc(S(N)(=O)=O)cc1C(=O)OCC(=O)Nc1ncc(Cl)c(C)c1Cl,0
COc1ccc(NC(=O)CC2(CC(=O)N3CCOCC3)CCCC2)cc1Cl,-5
CN(C(=O)c1ccccc1C(=O)OCC(=O)Nc1cccc(Br)c1)c1ccccc1,-3
CC(=O)c1ccc(S(=O)(=O)N2CCn3cccc3C2C)cc1 (stereo not drawn),-6
COc1ccc(NC(=O)Nc2cccc3c2O[C@H](CN(C)S(C)(=O)=O)[C@@H](C)CN([C@H](C)CO)C3=O)cc1,-4
CC(C)(C)OC(=O)N1CCC[C@@H]1CO,-1

# Other records follow.
SMILES,GSK3 alpha inh
N#CCc1ccccc1C(=O)OCC(=O)N(Cc1ccccc1)Cc1ccccc1,-3
COCCn1nnnc1C1(N(Cc2cc3cc(C)ccc3[nH]c2=O)CC2CCCO2)CCN(C)CC1 (stereo not drawn),-3
CCN(c1ccccc1)S(=O)(=O)c1ccc(C(=O)Nc2cccc(NC(C)=O)c2)cc1,-6
COc1ccc(-c2nn(Cc3ccccc3)cc2C(=O)N2CCN(c3ccccn3)CC2)cc1OC,-3
CN(C)S(=O)(=O)c1ccc(N2CCCC2)c(C(=O)NNC(=O)COc2cccc(F)c2)c1,-3
COc1cc(OC)cc(C(=O)NCC(=O)OCC(=O)NCc2ccco2)c1,0
CCOC(=O)c1c(C)[nH]c(C)c1C(=O)COC(=O)/C=C/c1ccccc1[N+](=O)[O-],-5
O=C(N[C@@H](Cc1ccccc1)C(=O)N1CCN(S(=O)(=O)c2ccccc2F)CC1)c1ccco1,0
CN(C)c1ccc(/C=N/NC(=O)c2ccc(-n3cnnn3)cc2)cc1,22
COc1ccc(C(CNC(=O)c2cc(S(=O)(=O)NCc3ccco3)ccc2C)N(C)C)cc1 (stereo not drawn),-2
O=C(NCCOc1ccccc1Cl)c1ccc2c(c1)S(=O)(=O)c1cc(Cl)ccc1C2=O,-2
C=CCC[C@@H](Cc1ccc(F)cc1)C(=O)OC[C@@H](NC(=O)[C@H](CC=C)CC(=O)NCCO)C(C)(C)C,-4
COCCN(Cc1ccccc1)C(=O)c1cccc(S(=O)(=O)N2CCCc3ccccc32)c1,-1
COc1ccccc1CNC(=O)COC(=O)/C=C/c1ccc2c(c1)OCO2,-1
O=C(CN1C(=O)NC2(CCCCC2)C1=O)Nc1ccc2c(c1)OCCCO2,-3
O=C(CSc1nnc(-c2ccccc2F)o1)Nc1ccc(N2CCOCC2)cc1,1
Cc1ccc(-n2nc(C)c(C(=O)Nc3cccc(C(=O)NC4CC4)c3)n2)c(C)c1,-1
Cc1ccc(S(=O)(=O)N2CCN(C(=O)n3ccnc3)CC2)cc1,27
COc1ccc2sc(-c3ccc(S(C)(=O)=O)cc3)c(C#Cc3cncn3C)c2c1,1
O=C(NCc1ccccn1)C1CCN(S(=O)(=O)c2ccccc2F)CC1,2
O=C(NC(Cc1cccc(F)c1)C(=O)O)C1CCCCC1 (stereo not drawn),-1
O=C(CN1CSCC1=O)N1CCN(S(=O)(=O)c2ccc(Cl)cc2)CC1,0
Cc1ccc(C)c(NC(=O)c2cc(S(=O)(=O)N3CCCCC3)ccc2N2CCOCC2)c1,-1
COc1ccc(NC(=O)COC(=O)CNC(=O)c2cccs2)cc1Cl,7
O=C(Cc1cccc([N+](=O)[O-])c1)Nc1ccc(C(=O)N2CCOCC2)cc1,-2

# Further compounds.
SMILES,GSK3 alpha inh
Cc1cnc(C(=O)OCC(=O)N2C(C)CCCC2C)cn1 (stereo not drawn),-6
COc1cc2c(cc1OC)CN(C(=O)CCC(=O)c1ccc(F)cc1)CC2,-1
Cc1ccc(S(=O)(=O)Nc2ccccc2-c2nc3ccccc3[nH]c2=O)cc1,-3
CN(c1ccccc1)S(=O)(=O)c1cccc(C(=O)OCC(=O)Nc2ccc(C(N)=O)cc2)c1,-1
COC(=O)C1=C(C)N(Cc2ccccc2)C(=NCCc2cccnc2)N[C@H]1c1ccc(Br)cc1,3
Cc1ccc(S(=O)(=O)N2CCC[C@H]2C(=O)OCC(=O)Nc2ccc3c(c2)OCO3)cc1,-7
CN(Cc1ccccc1)C(=O)COC(=O)c1ccc[nH]c1=O,-2
Cc1ccccc1NC(=O)Cc1nc(COC(=O)CCC(=O)c2ccccc2)cs1,1
COc1ccc(NC(=O)CN(C)C(=O)C2CCCO2)cc1 (stereo not drawn),-5
CSc1ccc(C2=CC(=O)C[C@H](c3ccc(F)cc3)C2)cc1,3
NC(=O)c1ccc(NC(=O)CN2CCN(S(=O)(=O)c3ccc4ccccc4c3)CC2)cc1,1
C[C@@H](NC(=O)Cn1ccc(NC(=O)OCc2ccccc2)nc1=O)c1cccc2ccccc12,-3
CCOc1ccc(S(=O)(=O)/N=C(/Nc2ccc(S(N)(=O)=O)cc2)c2ccccc2)cc1,-4
O=C(Nc1ccc(Cl)cc1F)c1ccc(-n2cncn2)cc1,-6
Cc1cccc(C)c1NC(=O)CNC(=O)C1CCCN(C(=O)c2ccc(Cl)cc2)C1 (stereo not drawn),-5
CCOC(=O)[C@@H]1[C@H]2COc3cc(OC)ccc3[C@H]2N2C(=O)N(c3cccc(F)c3)C(=O)[C@]12C,-4
C[C@H](NS(=O)(=O)c1ccc2c(c1)OCCCO2)C(=O)N1CCN(c2ccc(F)cc2)CC1,-6
O=C1CC2(CCCC2)C(=O)N1CN1CCN(S(=O)(=O)c2ccc(F)cc2F)CC1,-1
CC(NC(=O)COC(=O)c1nc(Cl)ccc1Cl)c1ccccc1 (stereo not drawn),-1
CCc1noc(C)c1C(=O)NNC(=O)COc1cc(C)ccc1C,2
CCN(CC)CCCNC(=O)c1ccc(S(=O)(=O)Nc2ccc(C)c(C)c2)cc1,-1
CSc1ncccc1C(=O)OCC(=O)NCc1ccccc1,0
CC(C)CC1(C)NC(=O)N(CC(=O)N2C(C)CCCC2C)C1=O (stereo not drawn),-4
O=C(N[C@@H](Cc1ccccc1)C(=O)CCl)OCc1ccccc1,-7
CCCNC(=O)c1onc(CS(=O)(=O)c2cc(C)cc(C)c2)c1C(=O)NCCC,-1

# Continued.
SMILES,GSK3 alpha inh
Cc1ccc(SCC(=O)Nc2cc(S(=O)(=O)N3CCCCC3)ccc2C)cc1,-1
CC(C)(C)[C@H]1COC(=O)CC/C=C\C[C@@H](CC(=O)N(CCO)Cc2ccccc2)C(=O)N1,-2
Cn1c(C=O)c(C#CC(C)(C)O)c2ccccc21,1
O=C(NN1C(=O)NC2(CCCCC2)C1=O)c1cc(F)cc(F)c1,-1
CC(C)[C@H](NC(=O)c1ccc([N+](=O)[O-])cc1Cl)C(=O)N1CCN(C/C=C/c2ccccc2)CC1,1
Cn1nnnc1SCC(=O)Nc1sccc1C(N)=O,1
Cc1c(C(=O)N2CCC2)oc2ccc(Cl)cc12,0
CN(CC(=O)Nc1ccc(Cl)c(C(F)(F)F)c1)C(=O)c1cccc(N2C(=O)CCC2=O)c1,5
O=C(c1ccco1)N1N=C(c2ccco2)CC1c1ccc(Cl)cc1Cl (stereo not drawn),-1
CN(CC(=O)Nc1ccc(F)cc1[N+](=O)[O-])C1CCS(=O)(=O)C1 (stereo not drawn),-1
COc1ccc(C(=O)Nc2ccc(Cl)cn2)cc1S(=O)(=O)N1CCCC1,1
CCN[C@H]1CN(CCCOC)S(=O)(=O)c2sc(S(N)(=O)=O)cc21,-1
N#CCCNS(=O)(=O)c1ccc(C(=O)OCC(=O)Nc2ccc3c(c2)OCO3)cc1,0
CCN(C[C@H]1N[C@@](CC)(C(=O)OC)[C@H]2C(=O)N(Cc3ccccc3)C(=O)[C@@H]12)S(=O)(=O)c1ccc(F)cc1,1
O=C(CN1C(=O)NC2(CCCCCCC2)C1=O)NCc1ccc(Cl)cc1,-7
Cc1noc(C)c1C(=O)OCC(=O)Nc1ccccc1SCC#N,-5
COc1ccccc1N1CCN(C(=O)CCNC(=O)c2ccco2)CC1,-2
CC(C)[C@H](N)c1cn([C@@H](CO)C(=O)N2CCNCC2)nn1,1
CN(Cc1cccc(F)c1)C(=O)c1ccc(S(=O)(=O)N2CCOCC2)cc1,-5
O=S(=O)(Nc1cccc(Cl)c1)c1cccc(-n2cnnn2)c1,-1
Cc1ccc(NC(=O)COC(=O)CN2C(=O)C3CCCCC3C2=O)cc1C (stereo not drawn),2
O=C(COC(=O)c1ccc(Br)o1)Nc1ccc2c(c1)OCCO2,1
O=C(COC(=O)COc1ccccc1[N+](=O)[O-])NC1CCCCC1,-4
O=C(Nc1nnc(C2CC2)s1)c1cncc(Br)c1,1
Cc1ccc(CNC(=O)CN2C(=O)NC3(CCCC3)C2=O)cc1,0

# Additional results.
SMILES,GSK3 alpha inh
O=C(COC(=O)c1n[nH]c2ccccc12)Nc1ccccc1F,8
Cc1ccc(S(=O)(=O)NC2CC(C)(C)N(O)C(C)(C)C2)cc1,-2
CC(C)c1ccc(NC(=O)C2CCCN2S(=O)(=O)c2ccccc2F)cc1 (stereo not drawn),1
C=CCC[C@H](Cc1ccc(F)cc1)C(=O)OC[C@H](C)NC(=O)[C@H](CC=C)CC(=O)N(CCO)Cc1ccccc1,-6
CCCCCOc1ccc(C(=O)CCC(=O)NC(C)c2ccc(S(N)(=O)=O)cc2)cc1 (stereo not drawn),-2
CC1CCCC(C)N1C(=O)COC(=O)CNC(=O)c1ccccc1 (stereo not drawn),-4
CCOC(=O)[C@H]1[C@H]2COc3ccc(OC)cc3[C@@H]2N2C(=O)CN(CC3CCCO3)C(=O)[C@@]12C (stereo partly drawn),0
CC1(C)O[C@@H]2[C@H](O1)[C@@H](COS(=O)(=O)O)O[C@H]2n1c(=S)[nH]c2c(=O)[nH]c(N)nc21,2
O=C(c1ccc(NS(=O)(=O)c2ccccc2)cc1)N1CCN(c2ccccc2)CC1,0
CN(C(=O)CN1C(=O)NC2(CCc3ccccc32)C1=O)C1CCCCC1 (stereo not drawn),0
COc1ccc2c(c1)[C@H]1[C@H](CO2)[C@H](c2ccccc2)[C@]2(C)C(=O)N[C@@H](C)C(=O)N12,-3
Nc1cc(C(=O)OCC(=O)Nc2ccc(N3CCOCC3)cc2)ccc1Cl,6
CCOC(=O)N1CCN(C(=O)C2CCN(C(=O)Nc3ccccc3)CC2)CC1,-2
O=C(CNc1ccc(Br)cc1)Nc1ccc(S(=O)(=O)N2CCCC2)cc1,-1
Cc1noc(C)c1NC(=O)Nc1ccc2c(c1)C(=O)N([C@H](C)CO)C[C@H](C)[C@@H](CN(C)S(=O)(=O)c1cn(C)cn1)O2,-1

# Another view of part of the listing above.
Structure	GSK3 alpha inh
Cc1ccc(CNC(=O)CN2C(=O)NC3(CCCC3)C2=O)cc1	0
O=C(COC(=O)c1n[nH]c2ccccc12)Nc1ccccc1F	8
Cc1ccc(S(=O)(=O)NC2CC(C)(C)N(O)C(C)(C)C2)cc1	-2
CC(C)c1ccc(NC(=O)C2CCCN2S(=O)(=O)c2ccccc2F)cc1 (stereo not drawn)	1
C=CCC[C@H](Cc1ccc(F)cc1)C(=O)OC[C@H](C)NC(=O)[C@H](CC=C)CC(=O)N(CCO)Cc1ccccc1	-6
CCCCCOc1ccc(C(=O)CCC(=O)NC(C)c2ccc(S(N)(=O)=O)cc2)cc1 (stereo not drawn)	-2
CC1CCCC(C)N1C(=O)COC(=O)CNC(=O)c1ccccc1 (stereo not drawn)	-4
CCOC(=O)[C@H]1[C@H]2COc3ccc(OC)cc3[C@@H]2N2C(=O)CN(CC3CCCO3)C(=O)[C@@]12C (stereo partly drawn)	0
CC1(C)O[C@@H]2[C@H](O1)[C@@H](COS(=O)(=O)O)O[C@H]2n1c(=S)[nH]c2c(=O)[nH]c(N)nc21	2
O=C(c1ccc(NS(=O)(=O)c2ccccc2)cc1)N1CCN(c2ccccc2)CC1	0
CN(C(=O)CN1C(=O)NC2(CCc3ccccc32)C1=O)C1CCCCC1 (stereo not drawn)	0
COc1ccc2c(c1)[C@H]1[C@H](CO2)[C@H](c2ccccc2)[C@]2(C)C(=O)N[C@@H](C)C(=O)N12	-3
Nc1cc(C(=O)OCC(=O)Nc2ccc(N3CCOCC3)cc2)ccc1Cl	6
CCOC(=O)N1CCN(C(=O)C2CCN(C(=O)Nc3ccccc3)CC2)CC1	-2
